Screening data: PubChem BioAssay, National Center for Advancing Translational Sciences (NCATS)
BAZ2B block – qHTS Assay for Inhibitors of BAZ2B; Bromodomain adjacent to zinc finger domain protein 2B (Homo sapiens), Q9UIF8; AlphaScreen BAZ2B-H3K14Ac peptide displacement; Potency, µM (top dose mostly 114 µM), for the others: top-dose activity change, negative = inhibition, most hits filed as inhibitors; 360,000 tested, 4.4% active; also: % is scaled to controls: 0 for no effect and ±100 for the full control effect; nearly all actives have a fitted effect of over 60% in size
Target sequence (Q9UIF8 whole entry, looked up, the tested form may be a part): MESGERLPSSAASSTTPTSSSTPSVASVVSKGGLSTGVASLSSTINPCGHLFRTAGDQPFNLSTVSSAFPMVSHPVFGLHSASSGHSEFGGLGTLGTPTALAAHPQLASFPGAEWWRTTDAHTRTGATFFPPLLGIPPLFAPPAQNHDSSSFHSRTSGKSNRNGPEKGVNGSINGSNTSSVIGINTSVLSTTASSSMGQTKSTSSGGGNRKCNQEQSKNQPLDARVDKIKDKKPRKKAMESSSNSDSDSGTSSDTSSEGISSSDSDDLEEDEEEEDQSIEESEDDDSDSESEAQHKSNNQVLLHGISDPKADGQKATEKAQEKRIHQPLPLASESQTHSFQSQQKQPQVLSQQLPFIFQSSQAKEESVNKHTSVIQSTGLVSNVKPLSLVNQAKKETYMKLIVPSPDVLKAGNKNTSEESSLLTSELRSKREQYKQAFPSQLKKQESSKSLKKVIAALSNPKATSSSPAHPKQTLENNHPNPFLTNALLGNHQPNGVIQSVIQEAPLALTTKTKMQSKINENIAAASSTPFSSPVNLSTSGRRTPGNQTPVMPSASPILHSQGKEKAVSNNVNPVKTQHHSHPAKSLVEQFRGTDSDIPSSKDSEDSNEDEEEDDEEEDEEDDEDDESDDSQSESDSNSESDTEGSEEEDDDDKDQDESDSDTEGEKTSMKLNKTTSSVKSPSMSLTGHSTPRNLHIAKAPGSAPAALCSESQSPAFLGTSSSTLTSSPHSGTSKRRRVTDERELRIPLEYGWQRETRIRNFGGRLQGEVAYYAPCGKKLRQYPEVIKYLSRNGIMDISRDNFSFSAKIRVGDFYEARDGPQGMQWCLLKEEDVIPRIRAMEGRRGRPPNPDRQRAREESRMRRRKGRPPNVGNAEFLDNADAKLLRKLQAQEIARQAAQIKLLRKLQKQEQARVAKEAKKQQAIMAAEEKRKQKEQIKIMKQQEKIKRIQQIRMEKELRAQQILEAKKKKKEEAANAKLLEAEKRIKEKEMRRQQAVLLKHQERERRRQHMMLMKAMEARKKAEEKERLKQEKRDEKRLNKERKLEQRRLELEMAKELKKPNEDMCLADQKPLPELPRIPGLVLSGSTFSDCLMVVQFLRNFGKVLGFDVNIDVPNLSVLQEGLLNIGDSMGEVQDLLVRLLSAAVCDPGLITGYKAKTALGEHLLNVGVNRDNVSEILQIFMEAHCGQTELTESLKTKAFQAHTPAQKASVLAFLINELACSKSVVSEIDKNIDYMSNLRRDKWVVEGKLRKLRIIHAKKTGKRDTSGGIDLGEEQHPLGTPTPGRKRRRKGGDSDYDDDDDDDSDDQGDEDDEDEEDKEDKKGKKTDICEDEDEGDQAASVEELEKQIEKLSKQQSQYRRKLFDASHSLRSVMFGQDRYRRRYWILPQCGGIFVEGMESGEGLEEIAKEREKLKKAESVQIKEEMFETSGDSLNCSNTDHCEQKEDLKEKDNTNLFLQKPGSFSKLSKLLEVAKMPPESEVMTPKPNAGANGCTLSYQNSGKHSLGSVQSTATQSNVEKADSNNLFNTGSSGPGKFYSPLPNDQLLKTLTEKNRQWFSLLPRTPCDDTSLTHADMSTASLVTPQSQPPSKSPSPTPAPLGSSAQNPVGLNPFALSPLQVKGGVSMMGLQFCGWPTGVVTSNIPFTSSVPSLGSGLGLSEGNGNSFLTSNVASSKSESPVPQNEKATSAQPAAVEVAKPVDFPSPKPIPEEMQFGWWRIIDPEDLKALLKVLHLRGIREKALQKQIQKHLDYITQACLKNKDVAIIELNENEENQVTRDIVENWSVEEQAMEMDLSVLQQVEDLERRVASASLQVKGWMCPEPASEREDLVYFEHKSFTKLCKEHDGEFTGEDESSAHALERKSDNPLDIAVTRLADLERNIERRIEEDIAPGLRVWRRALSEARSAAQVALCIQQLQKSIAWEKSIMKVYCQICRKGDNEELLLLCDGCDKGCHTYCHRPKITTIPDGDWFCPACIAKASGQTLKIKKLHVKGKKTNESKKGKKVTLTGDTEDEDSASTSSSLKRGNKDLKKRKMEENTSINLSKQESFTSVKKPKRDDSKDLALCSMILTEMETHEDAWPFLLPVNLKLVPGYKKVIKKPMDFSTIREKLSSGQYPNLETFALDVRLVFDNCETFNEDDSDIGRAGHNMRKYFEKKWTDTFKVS
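AlphaScreen displacement of biotin-H3(5-23)K14Ac peptide (50 nM final) from BAZ2B (50 nM final) in PBS pH 7.4, 0.01% Tween-20; complex preformed 30 min RT, then compounds (top 110 uM) 30 min RT, beads 20 min dark.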
POLB inh – qHTS Assay for Inhibitors of DNA Polymerase Beta | 340,000 tested, 1.3% active | Potency, µM (highest dose often 114 µM), for inactives: top-dose activity change, negative = inhibition, hits mostly inhibitors | AID 485314, 2010 | Pol beta primer extension/strand displacement, fluorescence kinetic | P06746; also: % is scaled to controls: 0 for no effect and ±100 for the full control effect
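Curves were derived by four-parameter Hill fits of normalized qHTS data. The kinetic fluorescent primer-extension read was taken at 0 and 10 min after 50 nM substrate, following a 15 min room-temperature preincubation of 10 nM enzyme with compounds.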
G9a block – qHTS Assay for Inhibitors of Histone Lysine Methyltransferase G9a; Histone-lysine N-methyltransferase EHMT2 (Homo sapiens), Q96KQ7; G9a H3K9 monomethylation, AlphaScreen, 2 h; Potency, µM (highest dose often 102 µM), for inactives: at the top dose activity, negative = inhibition, hits mostly inhibitors; 350,000 tested, 8.8% active; also: % is scaled to controls: 0 for no effect and ±100 for the full control effect; nearly all actives have a fitted effect of over 75% in size
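Using a bead-based AlphaScreen, monomethylated H3K9 product from 2 h room-temperature reactions (G9a 20 nM, peptide 500 nM, SAM 20 uM) was detected with 0.5 ug/mL rabbit anti-H3K9me1 antibody.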
BLM inh – qHTS Assay for Inhibitors of Bloom's syndrome helicase (BLM); recombinant BLM DNA unwinding, fluorescence dequenching; AID 2528, 2010; 350,000 tested, 0.2% active; Potency, µM (titrated, usually from 56.1 µM), for the others: top-dose activity change, negative = inhibition, actives largely listed as inhibitors; RecQ-like DNA helicase BLM (Homo sapiens), P54132;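 also: plate controls were vehicle for no effect and no enzyme for full effect; nearly all actives have a fitted effect of over 35% in size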
JMJD2A Tudor – qHTS Assay for Inhibitors of JMJD2A-Tudor Domain; Lysine-specific demethylase 4A (Homo sapiens), O75164; AlphaScreen JMJD2A-Tudor / H3K4me3 peptide binding; 390,000 tested, 4.4% active; Potency, µM (titrated, usually from 114 µM), without a hit: at the top dose activity change, negative = inhibition, usual class: inhibitors; also: % is scaled to controls: 0 for no effect and ±100 for the full control effect; nearly all actives have a fitted effect of over 50% in size
Pol iota inh – qHTS for Inhibitors of Polymerase Iota; DNA polymerase iota (Homo sapiens), Q9UNA4; 390,000 tested, 1% active; Potency, µM (titrated, usually from 115 µM), inactives show at the highest dose activity, negative = inhibition, hits mostly inhibitors; Pol iota fluorescent replication assay, 10 min
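Pol iota at 10 nM preincubated 15 min with compounds at room temperature; reaction started with fluorescent substrate, 50 nM final. Fluorescence read kinetically at 0 and 10 min; buffer-only wells as negative control.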
Pol eta inh – qHTS for Inhibitors of Polymerase Eta | Potency, µM (top dose mostly 114 µM), without a hit: at the highest dose activity change, negative = inhibition, most hits filed as inhibitors | DNA polymerase eta (Homo sapiens), Q9Y253 | AID 588591, 2011 | recombinant Pol eta, fluorescent DNA replication assay | 390,000 tested, 1.2% active; also: % is scaled to controls: 0 for no effect and ±100 for the full control effect
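Pol eta (10 nM) was preincubated with compounds for 15 min at room temperature, after which fluorescent replication substrate (50 nM final) was added to start the reaction. Fluorescence was read kinetically at 0 and 10 min.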
APE1 inh – qHTS Assay for Inhibitors of the Human Apurinic/apyrimidinic Endonuclease 1 (APE1); recombinant APE1, TAMRA/BHQ-2 abasic DNA cleavage fluorescence; Potency, µM (doses to about 65.8 µM), inactives show at the top dose activity change, negative = inhibition, actives largely listed as inhibitors; 350,000 tested, 0.35% active;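 also: plate controls were vehicle for no effect and reference inhibitor for full effect; nearly all actives have a fitted effect of over 55% in size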
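Substrate: short duplex with […] THF abasic site, 5'-TAMRA and 3'-BHQ-2, 50 nM final. APE1 at 0.75 nM, preincubated 15 min RT with compound. Fluorescence increase from first to third read measured activity.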
Pol kappa inh – qHTS for Inhibitors of Polymerase Kappa. purified Pol kappa, fluorescent DNA synthesis assay, 10 min. AID 588579, 2011. 400,000 tested, 0.53% active. DNA polymerase kappa (Homo sapiens), Q9UBT6. Potency, µM (series often up to 107 µM), for inactives: top-dose activity, negative = inhibition, hits mostly inhibitors; also: % is scaled to controls: 0 for no effect and ±100 for the full control effect
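Kinetic fluorescence readout at 0 and 10 min followed reaction start with substrate at 50 nM final. Beforehand, enzyme (10 nM Pol kappa) stood 15 min with compound at room temperature; buffer-only wells were negative controls.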
An asterisk follows results filed as active; ? = inconclusive; . = not tested or not shown; & = joins results of further samples; [ ] = dose if it differs, or a comment. Calls follow the shape of the dose curve; as a rule, active = well fitted curve in the direction sought with a large enough effect; inconclusive = small, poorly fitted or top-dose-only effect, or another doubt; inactive = no such curve, though single readings can be large; an effect the other way counts as inactive or inconclusive. Potency is read from the fitted curve at half-maximal effect.

SMILES	BAZ2B block	POLB inh	G9a block	BLM inh	JMJD2A Tudor	Pol iota inh	Pol eta inh	APE1 inh	Pol kappa inh
COc1ccc(OCc2nnc(SC3CCOC3=O)n2-c2ccccc2)cc1 (stereo not given)	-25%	-16%	-33%[12.7 µM]	-2%	-25%	26%	-8%	-18%	-4%[60.1 µM]
COc1ccccc1NC(=O)CN1CCN(C(=O)c2ccco2)CC1	-2%	1%	26%[59 µM]	1%	-20%	4%	3%	1%	-3%
CCOC(=O)C1=C(CC)OC(N)=C(C#N)C1c1ccc(OC)cc1OC (stereo not given)	-4%	5%	-12%[59 µM]	-2%	-18%	-7%	-17%	-3%	1%
O=c1ccc(-c2ccccc2)nn1Cc1ccc(F)cc1Cl	40%&46%[activator]	3%&16%	82%[activator]	-7%&-3%	24%&31%	10%&13%	-20%&-16%	38%[activator]	?
CC(C)=C1SC(N2CCN(c3cccc(Cl)c3)CC2)=NC1=O	?	-2%	?	2%	-18%	12%	-23%	12%	-8%
CC(=O)Nc1cccc(C(=O)OC(C)C(=O)NC2CCCc3ccccc32)c1 (stereo not given)	-15%	23%	-9%	-2%	-12%	32%[activator]	-20%	1%	-2%
CCc1ccc(OCc2nnc(SCC(=O)NC3CCCCC3)o2)cc1	4%	21%	25%	-6%	-7%	107%[activator]	0%	25%	0%
CCCN1CN(CCc2ccccc2)CNC1=S	-18%	2%	25%[59 µM]	0%	-13%	98%[activator]	3%	-2%	-21%
CCOc1ccc(Br)cc1S(=O)(=O)N1CCCC1	3%	3%	13%[59 µM]	2%	-1%	-16%	0%	6%	-1%
COC(=O)c1ccc(CSc2nc3ccccc3c(=O)n2CC(C)C)o1	1%	2%	47%	-7%	22%	4%	-16%	-1%	-19%
Cc1ccc(S(=O)(=O)N(CC(=O)N(C)C)c2cccc([N+](=O)[O-])c2)cc1	-12%	8%	-6%	-1%	-3%	127%[activator]	-6%	-2%	-13%
CN(C)S(=O)(=O)N(CC(=O)N1CCC(Cc2ccccc2)CC1)c1ccccc1	-2%	10%	-10%	-6%	-4%	1%	8%	4%	-3%

Rewritten bar-delimited: 2 of the compounds above.
SMILES | BAZ2B block | POLB inh | G9a block | BLM inh | JMJD2A Tudor | Pol iota inh | Pol eta inh | APE1 inh | Pol kappa inh
Cc1ccc(S(=O)(=O)N(CC(=O)N(C)C)c2cccc([N+](=O)[O-])c2)cc1 | -12% | 8% | -6% | -1% | -3% | 127%[activator] | -6% | -2% | -13%
CN(C)S(=O)(=O)N(CC(=O)N1CCC(Cc2ccccc2)CC1)c1ccccc1 | -2% | 10% | -10% | -6% | -4% | 1% | 8% | 4% | -3%

(next part)
SMILES	BAZ2B block	POLB inh	G9a block	BLM inh	JMJD2A Tudor	Pol iota inh	Pol eta inh	APE1 inh	Pol kappa inh
CC1CCN(C(=O)C2CCN(S(=O)(=O)c3cccc4cccnc34)CC2)CC1	1%	29%	27%	0%	-12%	20%	-21%	-5%	-4%
COc1ccccc1C(=O)Nc1cc2cc(Cl)ccc2oc1=O	-20%[57.1 µM]	-9%	36%[0.501 µM]	-1%	-3%	39%[activator]	3%	0%	-6%
CC1(C)CC(=O)/C(=C(/O)CCCN2C(=O)c3ccccc3C2=O)C(=NC(C)(C)C)C1	-2%	1%	11%	0%	3%	126%[activator]	-17%	1%	-6%
O=C(Cc1c(Cl)cccc1Cl)NCCc1ccc(Cl)cc1	10%	13%	-6%[59 µM]	4%	11%	205%[activator]	-18%	3%	-5%
O=C1c2ccccc2C2(c3ccc(F)cc3)NCCN12 (stereo not given)	-14%	18%	.	0%	-9%	14%	-5%	1%	11%
Cc1ccc(CN2CC(C(=O)Nc3ccc(C)c(S(=O)(=O)N4CCCCC4)c3)CC2=O)cc1 (stereo not given)	.	.	.	.	-25%	-4%	-22%	.	-25%
COc1ccc(/C=C2\SC(=O)N(CCC(=O)NC3CCS(=O)(=O)C3)C2=O)cc1 (stereo not given)	-18%	-3%	10%	0%	-5%	-19%	-4%	22%	-19%
O=C(O)c1ccc(-c2ccc(Cl)cc2Cl)o1	-26%	17%	2%	-4%	-28%	3%	6%	9%	-10%
CCN(CC)S(=O)(=O)c1ccc(OC)c(NC(=O)CSc2cc(C)ccc2C)c1	2%	8%	-1%	-8%	-4%	5%	-24%	-5%	-16%
O=C(COC(=O)CNC(=O)c1cccc([N+](=O)[O-])c1)Nc1cccc(S(=O)(=O)N2CCCCC2)c1	-30%	6%	-7%[59 µM]	1%	?	6%	-9%	-6%	-4%
Cc1nc2sc(C(c3ccccc3)N3CCN(C(=O)c4ccco4)CC3)c(O)n2n1 (stereo not given)	-5%	7%	-3%[59 µM]	6%	-4%	-8%	-3%	-3%	-22%
CC(=O)c1ccc(OCCCC(=O)N2CCN(S(=O)(=O)c3ccc(C)cc3C)CC2)cc1	9%	.	6%	.	-10%	13%	-16%	0%	-5%
CC(C)(C)c1ccc(OCC(=O)NNC(=S)NC(=O)c2ccccc2[N+](=O)[O-])c(Br)c1	-26%	16%[57.1 µM]	45µM*	-7%	?	13%	-10%	-2%	-9%
C#CCNC(=O)C1=C[C@H](c2ccccc2)[C@@H](CCCO)[C@H](OCC)O1	-1%	0%	17%[59 µM]	5%	6%	22%	-5%	3%	9%
CCCC(=O)Nc1ccccc1NC(=O)CCC	-1%	2%	15%[59 µM]	3%	-9%	0%	-2%	21%	-3%
O=C(COc1ccc(Cl)cc1Cl)N/N=C1\CCCc2ccccc21	-4%	13%	-2%[59 µM]	1%	-1%	-2%	-19%	-7%	-5%
COCCNC(=O)C1Nc2ccc(C(F)(F)F)cc2C2C=CCC12 (stereo not given)	.	.	.	.	-30%	?	-20%	.	-14%
Cc1cc(NC(=O)CC(CN(C)S(=O)(=O)c2ccccc2)c2ccccc2)no1 (stereo not given)	-4%	-4%	?	-4%	-9%	-48%	-6%	-2%	8%
CN(C(=O)CCn1c(=S)oc2ccccc21)C1CCCCC1	7%	35%	.	1%	-10%	-6%	-8%	4%	-2%
Cc1cc(C)nc(NC(=O)c2ccc([N+](=O)[O-])o2)n1	?	-27%	-1%[59 µM]	-10%	-28%	71µM*	?	-8%	-34%
CCOc1cc(C2/C(=C(/O)c3ccc(OC(C)C)cc3)C(=O)C(=O)N2CCCOC)ccc1O (stereo not given)	?	-2%	?	-8%	?	5%	-14%	3%	-7%
CC(C)(C)OC(=O)N1CCCC(C(=O)Nc2ccc(C(=O)N3CCCCC3)cc2)C1 (stereo not given)	.	.	.	.	-3%	12%	-10%	-14%	-9%
CN(CC(=O)O)S(=O)(=O)c1ccc2c(c1)NC(=O)CC(=O)N2	-14%	2%	-28%	-1%	-9%	95%[activator]	-9%	0%	-4%
CC(/C=N/NC(=O)c1ccc(Br)cc1)=C\c1ccccc1	-6%	22µM*	?	-7%	-26%	?	-11%	1%	1%[60.1 µM]
CC1=C(C)CS(=O)N(S(=O)(=O)c2ccccc2)C1 (stereo not given)	3%	7%	8.9µM*	-12%	-20%	?	-9%	3%	-11%
N#Cc1c(N2C(=O)c3ccc(C(=O)O)cc3C2=O)sc2c1CCCC2	2%	18%	-20%	1%	-1%	73%[activator]	-8%	11%	-5%
O=C(c1cc(C(F)(F)F)cc(C(F)(F)F)c1)N1CCC2(CCN(Cc3ccccc3)CC2)CC1	.	.	2%[12.7 µM]	0%	.	.	.	2%	0%[60.1 µM]
Cc1occc1C(=O)NC(C)CCc1ccccc1 (stereo not given)	-4%	7%	-4%	-10%	-26%	0%	-5%	2%	-9%
Brc1ccc(COc2ncnc3ccccc23)cc1	1%	29%	-2%	-3%	-17%	57%[activator]	-18%	-2%	-8%
COc1ccc(NC(=O)CN(C)C(=O)c2c(C)nn(Cc3ccc(C)cc3)c2Cl)cc1	-4%	.	1%[12.7 µM]	.	-15%	12%	1%	4%	1%
Cc1cc(C(=O)Nc2ccc(C(C)C)cc2)c2c(C)nn(-c3ccccc3)c2n1	14%[57.1 µM]	1%	2%[59 µM]	-5%	3%	-7%	-8%	.	5%
CCCOc1ccc(C2C(=O)N(C3CCCCCC3)CC(=O)N2Cc2ccco2)cc1OC (stereo not given)	-11%	0%	18%[12.7 µM]	-4%	-31%	8%	-18%	-2%	-13%
COc1ccc(-c2cc(C(=O)Nc3ccc(S(N)(=O)=O)cc3)c3ccccc3n2)cc1OC	-6%	?	-8%	-7%	0%	-47%	2%	24%	-6%
Cn1cnnc1SCC(=O)Nc1cccc(S(=O)(=O)N2CCOCC2)c1	6%	?	-7%	5%	6%	29%	-7%	10%	-5%
COc1ccc(N=C2C(=S)N(c3ccc(OC)cc3)C(=NS(=O)(=O)c3ccccc3)N2c2ccccc2)cc1	.	.	.	.	?	45%[activator]	-14%	.	-4%
COc1ccc(Cl)cc1S(=O)(=O)N1CCN(CC(=O)Nc2ccccc2C(F)(F)F)CC1	-2%	4%	-5%[59 µM]	-4%	-13%	0%	-15%	.	-9%[60.1 µM]
CC(NC(=O)c1ccccc1NC(=O)CN1CCN(c2ccccc2O)CC1)c1ccccc1 (stereo not given)	-32%	.	?	.	-32%	0%	-10%	-13%	-11%
NC(=O)C1(Nc2ccc(Cl)cc2)CCCC1	.	.	.	.	-10%	2%	6%	.	-8%
CCOc1ccccc1NC(=O)CSc1nnc2ccc(-c3ccccn3)nn12	-10%	.	-23%	.	-16%	12%	-5%	5%	-22%

2 neighbouring records from above, for reference:
SMILES	BAZ2B block	POLB inh	G9a block	BLM inh	JMJD2A Tudor	Pol iota inh	Pol eta inh	APE1 inh	Pol kappa inh
NC(=O)C1(Nc2ccc(Cl)cc2)CCCC1	.	.	.	.	-10%	2%	6%	.	-8%
CCOc1ccccc1NC(=O)CSc1nnc2ccc(-c3ccccn3)nn12	-10%	.	-23%	.	-16%	12%	-5%	5%	-22%

The list is partial. The share of hits here may be higher or lower than overall.
